Compound activity from PubChem BioAssay.
Runt-SMMHC FRET: inhibitors of RUNX1 Runt–CBFb-SMMHC binding, primary screen, biochemical, FRET, Cerulean-Runt, Venus-CBFb-SMMHC, uHTS; Runt-related transcription factor 1 (Homo sapiens) + Core-binding factor subunit beta …; Cerulean-Runt/Venus-CBFb-SMMHC FRET ratio 530/480, 1 h; inhibition, % at 20 µM; 220,000 tested, 0.74% active;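 active = mean inhibition across duplicate retests at 20 µM reaching about 50%, limit read from the data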;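 also: 0% = DMSO wells and 100% = wells with excess untagged CBFb-SMMHC; inhibitors lower the FRET ratio by blocking Runt binding to CBFb-SMMHC; some results filed as inactive read as strong as hits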
m-calpain inh: inhibitors of pig calpain II, primary screen, biochemical, fluorogenic peptide substrate, 1536-well | 220,000 tested, 0.37% active | purified calpain II, 30 min | inhibition, % at 16 µM;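 active = inhibition above about 50%, limit read from the data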
p97 inhibitor: inhibitors of human p97 ATPase, primary screen, biochemical | Transitional endoplasmic reticulum ATPase (Homo sapiens), P55072 | recombinant p97 ATPase, Kinase-Glo ATP luminescence, 3 h | inhibition, % at 8 µM | 220,000 tested, 0.42% active; in the data active = inhibition above about 15%;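 also: 0% = DMSO vehicle and 100% = wells lacking enzyme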
Tb hexokinase: Trypanosoma brucei hexokinase 1 inhibitors, primary screen, biochemical, G6PDH-coupled NADH absorbance, MLSCN library. hexokinase 1 [Trypanosoma brucei]. AID 1430, 2008. inhibition, % at 10 µM. 220,000 tested, 0.11% active. recombinant TbHK1, G6PDH-coupled NADH A340;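 active = inhibition of 50% or more in the single-dose primary screen; inactive = inhibition below 50%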
RBBP9 inh: human RBBP9 inhibitors, primary screen, biochemical, fluorescence polarization, FP-Rh probe, HTS | Serine hydrolase RBBP9 (Homo sapiens), O75884 | recombinant RBBP9 | inhibition, % at 7.94 µM | 220,000 tested, 0.2% active;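 active = inhibition above the campaign mean of all tested compounds plus 3 SD, cut at about 14% in these data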;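 also: plate controls were DMSO wells with RBBP9 for no effect and wells lacking RBBP9 protein for full effect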
Target sequence (O75884 whole entry, looked up): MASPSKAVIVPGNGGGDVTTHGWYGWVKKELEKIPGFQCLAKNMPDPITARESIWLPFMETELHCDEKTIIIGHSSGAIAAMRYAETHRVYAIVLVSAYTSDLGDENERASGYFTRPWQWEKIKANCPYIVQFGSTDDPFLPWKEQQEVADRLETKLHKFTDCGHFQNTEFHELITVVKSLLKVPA
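Measured by – fluorescence polarization · Test system – RBBP9 protein · Input – 2.5 µM RBBP9 dispensing solution, before mixing · Measure – percent inhibition from mP, scaled between DMSO and no-protein wells · Benchmarks – DMSO-treated enzyme wells and wells lacking RBBP9 · Times – preincubation 30 min plus labeling 45 min at 25 °C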
EBV gp42 block: Epstein-Barr virus gp42 inhibitors, primary screen, biochemical, uHTS, fluorescence polarization; Fluorescence polarization binding assay, mP read-out; AID 1085, 2008; inhibition, % (tested at 21.74 µM); 220,000 tested, 0.42% active; in the data active = inhibition above about 50%
Target sequence (Q1HVG2 whole entry, looked up): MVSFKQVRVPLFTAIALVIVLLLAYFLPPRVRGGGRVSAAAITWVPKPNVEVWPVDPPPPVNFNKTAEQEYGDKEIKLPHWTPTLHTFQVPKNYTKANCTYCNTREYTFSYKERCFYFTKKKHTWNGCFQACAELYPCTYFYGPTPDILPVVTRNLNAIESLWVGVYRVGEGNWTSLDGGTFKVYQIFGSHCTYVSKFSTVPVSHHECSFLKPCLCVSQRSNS
Runt-CBFb FRET: inhibitors of RUNX1 Runt–CBFb binding, primary screen, biochemical, FRET, Cerulean-Runt, Venus-CBFb, uHTS | Runt-related transcription factor 1 (Homo sapiens) + Core-binding factor subunit beta … | Cerulean-Runt/Venus-CBFb FRET ratio 530/480, 1 h | inhibition, % at 20 µM | 220,000 tested, 0.46% active | AID 1496, 2009;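 active = inhibition over about 50% at 20 µM in the single-dose screen, limit read from the data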;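 also: 0% = DMSO wells and 100% = excess unlabeled CBFb competitor control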
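Assay system: Cerulean-tagged RUNX1 Runt domain (FRET donor) fusion protein / Amount: 100 nM each of Venus-CBFb and Cerulean-Runt domain / Medium: Tris buffer pH 7.5 with salts and BSA / Also added: Venus-CBFb 100 nM / Schedule: 1 h complex formation plus 1 h compound treatment, room temperature / Signal: FRET fluorescence / Read-out: loss of energy transfer signal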
p47phox inh: p47phox/p22phox peptide binding inhibitors, primary screen, biochemical, uHTS, NADPH oxidase regulatory subunit; Neutrophil cytosol factor 1 (Homo sapiens), P14598; fluorescence polarization, 2 h; inhibition, % at 24.7 µM; 220,000 tested, 0.53% active;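 active = inhibition above about 30%, limit read from the data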;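 also: 0% = p47phox with labelled peptide and 100% = labelled peptide alone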
Furin inh: human furin inhibitors, primary screen, biochemical, fluorescence intensity; purified furin, fluorogenic substrate cleavage; inhibition, % at 30 µM; 220,000 tested, 0.061% active; in the data active = inhibition above about 25%; also: inactives centre near -15
Target sequence (P09958 108-714 limits assumed): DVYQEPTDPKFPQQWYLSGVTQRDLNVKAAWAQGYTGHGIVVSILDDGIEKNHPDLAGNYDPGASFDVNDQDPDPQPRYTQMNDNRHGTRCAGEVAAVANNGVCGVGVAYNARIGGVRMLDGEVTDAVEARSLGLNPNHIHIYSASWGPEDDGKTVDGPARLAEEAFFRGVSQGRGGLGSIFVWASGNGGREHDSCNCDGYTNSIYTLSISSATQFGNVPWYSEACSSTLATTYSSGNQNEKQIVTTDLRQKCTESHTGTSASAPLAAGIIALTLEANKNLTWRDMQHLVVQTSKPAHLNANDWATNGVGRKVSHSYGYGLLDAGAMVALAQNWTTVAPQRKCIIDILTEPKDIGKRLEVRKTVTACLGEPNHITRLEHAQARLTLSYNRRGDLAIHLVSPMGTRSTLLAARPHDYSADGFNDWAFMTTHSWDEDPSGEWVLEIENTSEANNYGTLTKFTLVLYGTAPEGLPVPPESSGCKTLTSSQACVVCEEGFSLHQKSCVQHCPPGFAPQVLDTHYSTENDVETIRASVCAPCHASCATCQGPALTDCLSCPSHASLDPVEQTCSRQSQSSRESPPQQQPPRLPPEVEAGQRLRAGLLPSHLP
Starred values were filed as active, the others as inactive; [ ] = dose if it differs, or a comment.

How did CCCCNC(=S)NNc1c(Cl)cc(Cl)cc1Cl do in these assays?
Runt-SMMHC FRET: 1; m-calpain inh: 31; p97 inhibitor: -6; Tb hexokinase: -1; RBBP9 inh: -14; EBV gp42 block: -3; Runt-CBFb FRET: 0; p47phox inh: 4; Furin inh: -26

How did O=C(CN1C(=O)NC2(CCCCCC2)C1=O)N1CCN(S(=O)(=O)c2ccccc2)CC1 do in these assays?
Runt-SMMHC FRET: 0; m-calpain inh: -65; p97 inhibitor: 0; Tb hexokinase: 3; RBBP9 inh: -2; EBV gp42 block: -25; Runt-CBFb FRET: -1; p47phox inh: -9; Furin inh: -27

How did O=C1CS/C(=C\[N+](=O)[O-])N1c1ccccc1 do in these assays?
Runt-SMMHC FRET: -6; m-calpain inh: -6; p97 inhibitor: 2; Tb hexokinase: -22; RBBP9 inh: 8; EBV gp42 block: -21; Runt-CBFb FRET: -5; p47phox inh: -23; Furin inh: -5[20 µM]

How did N#Cc1cccc(NC(=O)CN2NS(=O)(=O)c3ccccc3C2=O)c1 do in these assays?
Runt-SMMHC FRET: 1; m-calpain inh: 1; p97 inhibitor: 2; Tb hexokinase: -7; RBBP9 inh: -6; EBV gp42 block: 2; Runt-CBFb FRET: 1; p47phox inh: -16; Furin inh: -18[20 µM]

How did CCCCN(CCCC)CC(O)COc1ccc(Br)cc1 (centres undefined) do in these assays?
Runt-SMMHC FRET: 0; m-calpain inh: 2; p97 inhibitor: -6; Tb hexokinase: 9; RBBP9 inh: -10; EBV gp42 block: 5; Runt-CBFb FRET: 2; p47phox inh: 8; Furin inh: -10

How did COCCCN1C(=O)C(O)=C(C(C)=O)C1c1ccccn1 (centres undefined) do in these assays?
Runt-SMMHC FRET: 1; m-calpain inh: 21; p97 inhibitor: -5; Tb hexokinase: -20; RBBP9 inh: 3; EBV gp42 block: -22; Runt-CBFb FRET: -1; p47phox inh: -5; Furin inh: -2[20 µM]

How did Cc1nc(-c2ccccc2)c(Cc2ccccc2O)c(=O)[nH]1 do in these assays?
Runt-SMMHC FRET: 0; m-calpain inh: -10; p97 inhibitor: 5; Tb hexokinase: -6; RBBP9 inh: 6; EBV gp42 block: -15; Runt-CBFb FRET: 0; p47phox inh: -16; Furin inh: -35

Results for COC(=O)NC1(C(F)(F)F)C(=O)Nc2c1c(=O)n(C)c(=O)n2C (centres undefined) ?
Runt-SMMHC FRET: -1; m-calpain inh: -18; p97 inhibitor: 0; Tb hexokinase: 3; RBBP9 inh: -1; EBV gp42 block: -6; Runt-CBFb FRET: 1; p47phox inh: -10; Furin inh: -27

How did O=C(O)c1cc(Br)ccn1 do in these assays?
Runt-SMMHC FRET: -1; m-calpain inh: -19; p97 inhibitor: 0; Tb hexokinase: -2; RBBP9 inh: -9; EBV gp42 block: -8; Runt-CBFb FRET: 0; p47phox inh: -10; Furin inh: -21

What do the screens show for `CN(Cc1ccncc1)C1CC(=O)N(c2ccc(Cl)cc2)C1=O` (centres undefined)?
Runt-SMMHC FRET: 2; m-calpain inh: -22; p97 inhibitor: 2; Tb hexokinase: 0; RBBP9 inh: 0; EBV gp42 block: -20; Runt-CBFb FRET: 1; p47phox inh: -4; Furin inh: -24

Results for O=C(Cn1cnc2c(nnn2-c2ccccc2)c1=O)NCC1CCCO1 (centres undefined) ?
Runt-SMMHC FRET: 0; m-calpain inh: -4; p97 inhibitor: -6; Tb hexokinase: 2; RBBP9 inh: -7; EBV gp42 block: -1; Runt-CBFb FRET: 0; p47phox inh: -7; Furin inh: -3

What do the screens show for `CCc1cc(/C(Cc2ccc3ccccc3n2)=N\O)c(O)cc1O`?
Runt-SMMHC FRET: 2; m-calpain inh: -23; p97 inhibitor: 0; Tb hexokinase: -3; RBBP9 inh: 46*; EBV gp42 block: 16; Runt-CBFb FRET: 0; p47phox inh: -9; Furin inh: -25

What do the screens show for `Clc1ccc(CSc2nnc(-c3ccncc3)o2)cc1`?
Runt-SMMHC FRET: 1; m-calpain inh: 4; p97 inhibitor: -5; Tb hexokinase: 5; RBBP9 inh: -6; EBV gp42 block: -9; Runt-CBFb FRET: 0; p47phox inh: -9; Furin inh: -10

Results for CCCc1cc(=O)[nH]c(SCc2ccccc2)n1 ?
Runt-SMMHC FRET: 2; m-calpain inh: 5; p97 inhibitor: -8; Tb hexokinase: 11; RBBP9 inh: -2; EBV gp42 block: -2; Runt-CBFb FRET: 0; p47phox inh: 8; Furin inh: 5[20 µM]

Results for Nc1ncnc(NNC(=O)CNC(=O)c2c(F)cccc2Cl)c1[N+](=O)[O-] ?
Runt-SMMHC FRET: 1; m-calpain inh: 7; p97 inhibitor: -1; Tb hexokinase: -20; RBBP9 inh: -1; EBV gp42 block: -6; Runt-CBFb FRET: -2; Furin inh: -26

How did Cc1cccnc1NC(=O)CCNS(=O)(=O)c1ccc2c(c1)c(=O)n(C)c(=O)n2C do in these assays?
Runt-SMMHC FRET: 2; m-calpain inh: -5; p97 inhibitor: 3; Tb hexokinase: -1; RBBP9 inh: -4; EBV gp42 block: -4; Runt-CBFb FRET: -1; p47phox inh: 4; Furin inh: -13

What do the screens show for `CCCn1cnc2c(c1=O)c1nc3ccccc3nc1n2CCc1ccccc1`?
Runt-SMMHC FRET: 0; m-calpain inh: -97; p97 inhibitor: -2; Tb hexokinase: -7; RBBP9 inh: -2; EBV gp42 block: -11; Runt-CBFb FRET: 0; p47phox inh: -8; Furin inh: -22

Results for COc1ccc2[nH]c(=S)[nH]c2c1 ?
Runt-SMMHC FRET: -5; m-calpain inh: -1; p97 inhibitor: 1; Tb hexokinase: 30; RBBP9 inh: -2; EBV gp42 block: -9; Runt-CBFb FRET: 0; p47phox inh: -3; Furin inh: -12

What do the screens show for `CC1CCc2nn(CC(=O)NCCN3CCOCC3)cc2C1` (centres undefined)?
Runt-SMMHC FRET: -1; m-calpain inh: 8; p97 inhibitor: 1; Tb hexokinase: -5; RBBP9 inh: 1; EBV gp42 block: -4; Runt-CBFb FRET: 0; p47phox inh: -5; Furin inh: -11

Results for COc1c2ccccc2c(OC)c2ccccc12 ?
Runt-SMMHC FRET: -1; m-calpain inh: -18; p97 inhibitor: -1; Tb hexokinase: 0; RBBP9 inh: 9; EBV gp42 block: -4; Runt-CBFb FRET: 2; p47phox inh: -2; Furin inh: -16

Results for O=C(CSc1nnc(SCc2ccc(Cl)cc2)s1)N1CCOCC1 ?
Runt-SMMHC FRET: 2; m-calpain inh: 8; p97 inhibitor: -4; Tb hexokinase: -8; RBBP9 inh: -11; EBV gp42 block: -4; Runt-CBFb FRET: 2; p47phox inh: -3; Furin inh: -7

How did CCc1[nH]nc2c1C(c1ccsc1)C(C#N)=C(N)O2 (centres undefined) do in these assays?
Runt-SMMHC FRET: -3; m-calpain inh: -19; p97 inhibitor: 2; Tb hexokinase: -1; RBBP9 inh: -5; EBV gp42 block: -7; Runt-CBFb FRET: -3; p47phox inh: -12; Furin inh: -6[20 µM]

What do the screens show for `CCOc1cc(C(=S)N2CCOCC2)ccc1OS(=O)(=O)c1ccccc1[N+](=O)[O-]`?
Runt-SMMHC FRET: 2; m-calpain inh: 4; p97 inhibitor: -3; Tb hexokinase: 15; RBBP9 inh: -8; EBV gp42 block: 1; Runt-CBFb FRET: 3; p47phox inh: -12; Furin inh: -11

How did Cc1c(NC(=O)c2cc3nc(-c4ccc(Br)cc4)cc(C(F)(F)F)n3n2)c(=O)n(-c2ccccc2)n1C do in these assays?
Runt-SMMHC FRET: -3; m-calpain inh: 21; p97 inhibitor: 4; Tb hexokinase: -21; RBBP9 inh: -5; EBV gp42 block: -8; Runt-CBFb FRET: -2; p47phox inh: 2; Furin inh: -5[20 µM]

What do the screens show for `CCCc1nnc(NC(=O)OCC)s1`?
Runt-SMMHC FRET: -2; m-calpain inh: 10; p97 inhibitor: -4; Tb hexokinase: 4; RBBP9 inh: -10; EBV gp42 block: -2; Runt-CBFb FRET: 0; Furin inh: -11

Results for Cn1nc(C(F)(F)F)c(-c2cccc(C(F)(F)F)c2)c1NC(=O)CSCC(=O)O ?
Runt-SMMHC FRET: 2; m-calpain inh: -13; p97 inhibitor: 3; Tb hexokinase: -7; RBBP9 inh: 2; EBV gp42 block: -5; Runt-CBFb FRET: 1; p47phox inh: -4; Furin inh: -12

Results for CSc1nc2c(c(=O)[nH]1)CCCC2 ?
Runt-SMMHC FRET: -3; m-calpain inh: -7; p97 inhibitor: -4; Tb hexokinase: 14; RBBP9 inh: -10; EBV gp42 block: -9; Runt-CBFb FRET: -1; p47phox inh: -5; Furin inh: -12[20 µM]

What do the screens show for `Clc1ccc(SCCOCCN2CCCCC2)cc1`?
Runt-SMMHC FRET: 6; m-calpain inh: -4; p97 inhibitor: 3; Tb hexokinase: 3; RBBP9 inh: 7; EBV gp42 block: -2; Runt-CBFb FRET: -2; p47phox inh: -4; Furin inh: -18

What do the screens show for `CCOC(=O)c1cnc(Nc2nc3ccccc3o2)nc1CSc1ncccn1`?
p97 inhibitor: 3; Tb hexokinase: 2; RBBP9 inh: -9; Furin inh: -27[20 µM]

How did Nn1c(SCC(=O)Nc2cccc(F)c2)nnc1C1CCCCC1 do in these assays?
Runt-SMMHC FRET: -2; m-calpain inh: 3; p97 inhibitor: 3; Tb hexokinase: 2; RBBP9 inh: -1; EBV gp42 block: -7; Runt-CBFb FRET: 0; p47phox inh: 2; Furin inh: -24

Results for C[C@]12CC[C@@H]3c4ccc(O)cc4CC[C@H]3[C@@H]1C[C@@H](O)[C@@H]2O[C@@H]1O[C@H](C(=O)O)[C@@H](O)[C@H](O)[C@H]1O ?
Runt-SMMHC FRET: 6; m-calpain inh: -7; p97 inhibitor: 7; Tb hexokinase: 4; RBBP9 inh: 4; EBV gp42 block: 0; Runt-CBFb FRET: 4; p47phox inh: 1; Furin inh: -17

What do the screens show for `CCc1cc2c(SCC(=O)N(C)C3CCS(=O)(=O)C3)ncnc2s1` (centres undefined)?
Runt-SMMHC FRET: -2; m-calpain inh: 7; p97 inhibitor: -2; Tb hexokinase: 0; RBBP9 inh: -6; EBV gp42 block: -3; Runt-CBFb FRET: 0; p47phox inh: -12; Furin inh: 2
